Assay outcomes (PubChem)
HADH2 inh: HADH2 (human) dehydrogenase inhibition; Q99714; recombinant HADH2, NADH fluorescence, beta-hydroxybutyryl-CoA; Potency, µM (top dose mostly 57.1 µM), for inactives: top-dose activity change, negative = inhibition, most hits filed as inhibitors; 73,000 tested, 3.4% active; AID 886; further: potency means the concentration at half of the fitted maximal effect; on the % scale 0 is the no-effect control and ±100 the full control effect; nearly all actives have a fitted effect of over 60% in size; many of its hits are not listed in these tables
Target sequence (Q99714 whole entry, looked up, one chain of several): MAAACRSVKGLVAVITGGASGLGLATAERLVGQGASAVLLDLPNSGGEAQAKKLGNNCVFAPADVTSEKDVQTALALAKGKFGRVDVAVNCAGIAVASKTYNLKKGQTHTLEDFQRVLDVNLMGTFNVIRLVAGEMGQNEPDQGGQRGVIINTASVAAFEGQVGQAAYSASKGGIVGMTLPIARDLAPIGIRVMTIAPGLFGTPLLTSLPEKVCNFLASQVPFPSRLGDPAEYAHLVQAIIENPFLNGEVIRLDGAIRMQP
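Activity measured as NADH fluorescence gain (360/450 nm), taken as the change between first and last reads of a 4-min kinetic run. Conditions: pH 9.0 Tris buffer, 20 nM E. coli-expressed His-tagged enzyme, 1 mM NAD+, 90 uM beta-hydroxybutyryl-CoA; 15-min compound preincubation.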
HBB splice mod: modulators of hemoglobin beta chain splicing. 65,000 tested, 0.06% active. HBB splicing reporter cell assay, activation; EGFP reporter with mutant IVS2-654 intron; response scale: normalised to 500 nM splice-correcting PNA. AID 925. Potency, µM (highest dose often 46.1 µM), without a hit: at the highest dose activation, usual class: activators; further: potency means the concentration at half of the fitted maximal effect; 0% is about no effect
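Compounds were applied for 2 days to HeLa EGFP-654 cells, 500/well in Optimem with 2% FCS. The reporter's EGFP is disrupted by mis-splicing of beta-globin intron IVS2-654. Readout: summed well GFP fluorescence from 488 nm laser scanning; reference was 500 nM antisense […] 654 PNA.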
CRE-bla Fsk: alters forskolin-stimulated CRE reporter signaling in CHO cells; CHO CRE-bla reporter (cAMP response element driving beta-lactamase), forskolin EC10, beta-lactamase ratio; Potency, µM (highest dose often 38.2 µM), inactives show top-dose activity change, negative = inhibition, hits mostly activators; 71,000 tested, 2.5% active; AID 662; active means well fitted activation curve with a large enough effect in the signal ratio, with a control signal flat, not every such curve was filed as active; inconclusive means small, poorly fitted or top-dose-only effect, or effect the other way, or a change in a side signal; the % refers to the signal ratio; further: potency means the concentration at half of the fitted maximal effect; % of control where 0% means no effect
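Using CellSensor CRE-bla CHO cells in Opti-MEM with 0.5% dialyzed FBS, compounds were titrated with EC10 NKH 477 for 3 h at 37 °C. CCF4 ratio (460/530 nm) gave %Activity; AC50 derived.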
ALOX15 inhib: inhibitors of human 15-lipoxygenase (ALOX15); P16050; AID 887; Potency, µM (series often up to 57.1 µM), inactives show top-dose activity change, negative = inhibition, actives largely listed as inhibitors; purified 15hLO-1, xylenol orange hydroperoxide absorbance; 74,000 tested, 1.4% active; further: potency means the concentration at half of the fitted maximal effect; on the % scale 0 is the no-effect control and ±100 the full control effect; nearly all actives have a fitted effect of over 55% in size
Target sequence (P16050 whole entry, looked up): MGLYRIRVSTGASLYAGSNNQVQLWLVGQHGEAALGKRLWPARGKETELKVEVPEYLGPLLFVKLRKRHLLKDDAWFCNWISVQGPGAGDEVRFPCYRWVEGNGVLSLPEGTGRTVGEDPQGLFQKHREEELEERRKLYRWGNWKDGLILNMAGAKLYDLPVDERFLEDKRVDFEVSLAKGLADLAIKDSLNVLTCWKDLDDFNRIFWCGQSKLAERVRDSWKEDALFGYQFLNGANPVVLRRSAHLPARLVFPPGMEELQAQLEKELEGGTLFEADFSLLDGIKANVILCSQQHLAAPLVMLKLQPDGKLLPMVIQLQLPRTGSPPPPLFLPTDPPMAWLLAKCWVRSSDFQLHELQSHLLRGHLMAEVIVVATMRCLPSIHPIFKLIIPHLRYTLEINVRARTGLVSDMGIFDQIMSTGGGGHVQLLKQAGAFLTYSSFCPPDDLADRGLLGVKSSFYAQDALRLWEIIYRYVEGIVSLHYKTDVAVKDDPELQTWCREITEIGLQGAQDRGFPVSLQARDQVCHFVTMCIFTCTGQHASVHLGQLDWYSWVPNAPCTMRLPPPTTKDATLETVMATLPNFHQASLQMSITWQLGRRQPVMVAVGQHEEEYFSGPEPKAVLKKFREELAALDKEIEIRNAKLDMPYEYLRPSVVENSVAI
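Readout: Fe(III)-xylenol orange absorbance, 573-to-405 nm ratio as reaction progress. Enzyme 40 nM purified human 15hLO-1, substrate 50 uM arachidonic acid, 6 min RT after 15 min compound preincubation; Hepes pH 7.5 buffer with Triton X-100.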
BRCT inh red: disrupts BRCA1 BRCT binding to phosphoprotein, red fluorophore readout. BRCT-phosphopeptide binding, red fluorescence polarization. Potency, µM (series often up to 76.9 µM), for inactives: at the highest dose activity change, negative = inhibition, actives largely listed as inhibitors. 75,000 tested, 0.03% active. AID 892; further: on the % scale 0 is the no-effect control and ±100 the full control effect
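Fluorescence polarization: 100 nM His-tagged BRCA1 BRCT with 100 nM TAMRA-labelled phospho-BACH1 decapeptide, phosphate buffer pH 7.3 with 150 mM NaCl, DTT, 0.01% Tween 20; 12 min RT. Binding inhibition seen as FP decrease.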
Hsp90 Hop PPI: changes Hsp90-Hop TPR2A binding signal, up or down | Potency, µM (titrated, usually from 57 µM), inactives show top-dose activity change, negative = inhibition | 71,000 tested, 0.44% active | AID 595 | AlphaScreen TPR2A-His6 binding biotin-Hsp90 C-terminal peptide; active means well fitted curve in either direction with a large enough effect; inconclusive means small, poorly fitted or top-dose-only effect, or another doubt; further: potency means the concentration at half of the fitted maximal effect; on the % scale 0 is the no-effect control and ±100 the full control effect; many of its hits are not listed in these tables
BRCT inh green: inhibitors of human BRCA1 BRCT-phosphoprotein interaction (green fluorophore) | AID 875 | Potency, µM (doses to about 76.9 µM), for the others: top-dose activity change, negative = inhibition, most hits filed as inhibitors | P38398 | BRCA1 BRCT-phosphopeptide binding, green fluorescence polarization | 75,000 tested, 0.05% active;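 further: potency means the concentration at half of the fitted maximal effect; plate controls were peptide without protein for full effect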
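Compounds were incubated for 12 min at room temperature with a complex of 100 nM fluorescein-tagged pBACH1 decapeptide and 250 nM His-tagged BRCT protein. Buffer was phosphate pH 7.3 with EDTA, DTT and Tween 20. Disruption of binding lowers the polarization signal.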
GFP derepression: epigenetic GFP locus derepression in mouse cells | 68,000 tested, 0.09% active | mouse C127i GFP locus derepression, cytometry, 30 h | Potency, µM (highest dose often 46.1 µM), for the others: at the top dose GFP derepression (activation) | AID 597; further: % of control where 0% means no effect
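Locus derepression in mouse mammary C127i cells whose integrated CMV-GFP reporter is normally silent; GFP expression after 30 h compound treatment was quantified by counting fluorescent cells.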
USP2a inh: USP2a (human) protease inhibition | Potency, µM (series often up to 38.3 µM), for the others: top-dose activity change, negative = inhibition, hits mostly inhibitors | 60,000 tested, 0.1% active | USP2a enzymatic assay, qHTS inhibition;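 further: potency means the concentration at half of the fitted maximal effect; nearly all actives have a fitted effect of over 60% in size; plate controls were DMSO for no effect and NEM full inhibition control for full effect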
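Coupled readout: USP2-cleaved Ub-PLA2 (20nM final) turns over NBD C6-HPC (20uM final), Ex 460nm/Em 535nm after 2.5 h, time-zero read flagging artifacts. Enzyme (20nM final, pH 8.0 Tris) given 30 min RT with compound first; NEM defines full inhibition.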
Pol III holo inh: blocks replication by bacterial DNA polymerase III holoenzyme; AID 603; reconstituted DNA polymerase III holoenzyme replication, biochemical; Potency, µM (doses to about 57.1 µM), without a hit: at the highest dose activity change, negative = inhibition; 71,000 tested, 0.25% active; further: potency means the concentration at half of the fitted maximal effect; on the % scale 0 is the no-effect control and ±100 the full control effect
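Reconstituted *E. coli* holoenzyme (0.35 nM Pol III, 1 nM beta, 154 nM SSB, 2 nM primase) was preincubated with compound for 15 min at RT. Synthesis on 1.4 nM ssM13Gori ran 35 min, then was stopped with PicoGreen/EDTA and read as dsDNA fluorescence.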
UbGFP stabilizer: proteasome inhibitors stabilizing ubiquitin-GFP reporter; Ubiquitin-GFP reporter cells, proteasome inhibition, GFP fluorescence; response scale: untreated = 0%, 10 µM MG-132 = 100%; Potency, µM (series often up to 45.9 µM), for the others: top-dose activation (GFP accumulation), hits mostly activators; 67,000 tested, under 10 active; active means well fitted activation curve with a large enough effect, not every such curve was filed as active; inconclusive means small, poorly fitted or top-dose-only effect, or another doubt; inactive means no such curve, though single readings can be large or run the other way; further: potency means the concentration at half of the fitted maximal effect
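GFP accumulation read-out: laser plate cytometry counting ubiquitin(G76V)-GFP-expressing U2OS cells after 4 hr compound exposure at 37 °C. Titrations spanned 46 uM to 2.9 nM; 0% = basal, 100% = 10 uM MG-132; concentration-response curves fitted.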
The depositor's hits bear a star; ? = inconclusive; / = no result given; & = joins results of further samples; [ ] = remark or other dose. Unless noted, the call rests on the fitted dose curve; in most records, active means well fitted curve in the direction sought with a large enough effect; inconclusive means small, poorly fitted or top-dose-only effect, or another doubt; inactive means no such curve, though single readings can be large; an effect the other way counts as inactive or inconclusive.

SMILES | HADH2 inh | HBB splice mod | CRE-bla Fsk | ALOX15 inhib | BRCT inh red | Hsp90 Hop PPI | BRCT inh green | GFP derepression | USP2a inh | Pol III holo inh | UbGFP stabilizer
CCC(C)[C@H](NC(=O)NCc1cccs1)C(=O)O (some centres not stated) | -2% | 0.9%[1.84 µM] | 28% | 4% | 0.5% | 1% | -1.5% | 0% | 0% | 1% | -3%
CCC(=O)Nc1ccc(C(=O)Cn2nc(C(=O)O)c3ccccc3c2=O)cc1 | 3% | 0.3%[57.5 µM] | -7% | -10% | 0.5% | -5% | 1.4% | -2% | 5% | -10% | 6%
O=C(Cn1cnc2ccccc2c1=O)N1CCN(Cc2ccccc2)CC1 | -1% | -1.6% | -7% | 4% | 0.3% | -4% | -1.0% | -2% | 0% | 1% | -6%
COc1ccc(NC(=O)N2CC3(CCN(S(=O)(=O)c4ccccc4)CC3)C2)cc1 | 8% | 2.5% | 9% | 5% | -1.3% | -3% | -0.8% | 2%[9.22 µM] | 3% | 9% | -6%
CCC(c1nnnn1CCOC)N1CCN(C(=O)c2ccco2)CC1 (configuration not stated) | -6% | -4.4% | -7% | -6% | 0.2% | -4% | -0.8% | 1% | -3% | -1% | 1%
CN1CCN(c2cc(=O)n(C3CCCCC3)c(=O)[nH]2)CC1 | 5% | -1.6% | -4% | 2% | -2.9% | -5% | -1.7% | / | / | -4% | 1%
Cc1cc2oc(C(=O)N(Cc3ccco3)C3CCS(=O)(=O)C3)cc(=O)c2cc1Cl (configuration not stated) | 7% | -1.4%[57.5 µM] | ? | 0% | -0.1% | -6% | -2.2% | 4% | 25% | 1% | 2%
O=C(Nc1cccc(C(=O)N2CCOCC2)c1)c1cccnc1 | -4% | -1.0% | 3% | -7% | 0.0% | -2% | -3.3% | 0% | -2% | -13% | 1%
Cc1cc(=O)n2c3c(cccc13)CCC2 | 7% | -0.1% | 18% | 11% | 2.6% | -3% | 2.3% | -2% | ? | -14% | -4%
CCN1CCCCC(=N/O)/C(=N/O)CCCC1 | 8%[11.4 µM] | -1.2%[9.22 µM] | 2%[7.6 µM] | -2%[11.4 µM] | -0.1%[15.4 µM] | -1%[11 µM] | -1.3%[15.4 µM] | 0%[9.22 µM] | / | 12%[11.4 µM] | -3%[9.17 µM]
CC(=O)OC[C@@H]1O[C@@H](O/N=C2/C[C@@H](O)[C@@H](O)[C@@H]3[C@@H]4C(=O)N(C5CCCCC5)C(=O)[C@H]4CC[C@H]23)[C@H](OC(C)=O)[C@H](OC(C)=O)[C@@H]1OC(C)=O | 5%[11.4 µM] | 1.5%[9.22 µM] | / | -1%[11.4 µM] | -2.4%[15.4 µM] | / | -1.0%[15.4 µM] | / | / | / | /
O=C1NCCCc2c1no[n+]2[O-] | -11% | 0.1%[57.5 µM] | -6% | 11% | -2.6% | 0% | -2.8% | 3% | / | -1% | -3%
O=C(O)c1oc2ccccc2c1CSc1ccccn1 | -1% | / | -10% | 3% | 0.5% | 2% | -0.7% | 1% | -4% | -4% | -2%
Cn1c(N)c(C(=O)c2cc(-c3ccccn3)nc3ccccc23)c(=O)[nH]c1=O | -4% | 0.2%[57.5 µM] | 10% | 19% | -2.6% | -7% | -2.4% | -2% | -1% | -6% | 1%
Cc1ccc(S(=O)(=O)NC(=O)NN2CCCCCC2)cc1 | -7% | -0.7%[20.6 µM] | 1%[17.1 µM] | -10% | -0.9% | -1%[26 µM] | -2.3% | 10%[20.6 µM] | 3% | 5%[25.6 µM] | 17%[20.5 µM]
CCS(=O)(=O)n1nc(-c2ccccc2)nc1NCc1ccco1 | 27% | 2.0% | 4% | -4% | -1.0% | -4% | -0.8% | 4% | 6% | -3% | -2%
CCCCOc1cc(C(=O)NCCN(CC)CC)c2ccccc2n1 | 9%[25.6 µM] | -0.8%[20.6 µM] | -7%[17.1 µM] | ? | -0.3% | -4%[26 µM] | -0.7%[3.08 µM] | -2%&6%&-2%[20.6 µM] | 2% | -3%[25.6 µM] | -7%[20.5 µM]
COc1ccc(C(=O)NC(C)c2nc3ccccc3[nH]2)cc1OC (configuration not stated) | -4% | 2.2% | ? | -1% | -0.5% | 1% | -1.2% | 2% | -1% | -1% | 7%
CCCC(=O)Nc1nc(-c2ccc3c(c2)OCCO3)cs1 | 9% | -0.7% | -6% | 4% | -0.4% | 0% | -2.4% | / | / | 5% | -1%
CCOC(=O)c1ccccc1NC(=O)CN1C(=O)CCS(=O)(=O)c2ccccc21 | -10% | 3.9% | ? | -2% | 0.1% | -22% | 0.4% | 2% | 4% | -4% | 12%
N#CC1C(=O)NC(N2CCN(c3ccccc3)CC2)=NC12CCCCC2 (configuration not stated) | 15% | 2.2%[57.5 µM] | -5% | 3% | 0.8% | -2% | -5.5% | -2% | 10% | 10% | 0%
CCC(=O)c1ccccc1OCCCn1cncn1 | -15% | -1.3% | 26% | -20% | -0.6% | 8% | 5.7% | 0% | 36%[activator] | -2% | -9%
CC(=O)Nc1cccc(NC(=O)c2cc3ccccc3o2)c1 | 3% | 0.2%[57.5 µM] | 3% | 9% | -0.4% | -1% | -0.6% | 2% | 9% | -5% | -4%
c1ccc(-n2cccc2CNC2CCCCC2)cc1 | 12% | -1.6% | -16% | -1% | -1.5% | -10% | -1.3% | -1% | -9% | 0% | -8%
CC(=O)N(Cc1cc(=O)[nH]c2ccccc12)c1cccc(C)c1 | ? | 3.3% | ? | ? | 0.6% | -8% | 1.8% | -2% | 37%[activator] | -7% | 7%
CC(C)Nc1nc(-c2ccccc2)nc(-n2ccnc2)n1 | ? | -0.5% | 23% | 5% | -0.8% | -2% | -2.6% | 0% | 8% | -2% | 1%
Cn1c(=O)c2cn(Cc3ccc(Cl)cc3)cc2n(C)c1=O | -6% | -0.4% | 0% | -11% | -1.2% | -5% | -2.1% | 3% | 0% | 2% | 3%
CC1(C)Cc2nc(-c3ccccc3)n3cnnc3c2CO1 | 7% | 3.9% | 4% | 1% | -1.6% | -6% | -0.5% | 0% | -3% | 0% | 7%
COCCN(CCOC)S(=O)(=O)c1ccc(C(=O)Nc2nc(-c3ccncc3)cs2)cc1 | -3% | -1.4% | 9% | 2% | -0.9% | 0% | -1.6% | 4% | 43%[activator] | -7% | 8%
CC(C)COc1cc(=O)[nH]c(SCC(C)C)n1 | 0% | -0.7% | 10µM* | -12% | 1.0% | -1% | 0.5% | 0% | 2% | -2% | -5%
C(=N/Nc1ccccn1)/c1cccnc1 | 1%[11.4 µM] | 4.6%[9.22 µM] | 1%[7.6 µM] | -2%[11.4 µM] | 0.3%[15.4 µM] | -3%[11 µM] | 1.3%[15.4 µM] | 0%[9.22 µM] | / | 0%[11.4 µM] | -2%[9.17 µM]
O=C1CCCC=C1[C@H](O)c1ccc([N+](=O)[O-])cc1 | 5%[11.4 µM] | 0.2%[9.22 µM] | / | 16%[11.4 µM] | 1.4%[15.4 µM] | / | -0.4%[15.4 µM] | / | / | / | /
OC(COc1cccc2ccccc12)CN1CCN(c2ccccn2)CC1 (configuration not stated) | -15% | -0.9% | ? | ? | -6.8% | -1% | 1.0% | 0% | 21% | -5% | -11%
CSc1nc(N)c2ncn([C@@H]3O[C@@H](COP(=O)(O)OP(=O)(O)O)[C@@H](O)[C@H]3O)c2n1 | 5% | 1.0% | -6% | 4% | 0.1% | -7% | -1.3% | -1% | -2% | -2% | 1%
C#CCOC(=O)NC(/C=C/CCCC)c1ccccc1 (configuration not stated) | 6% | 1.1% | 10% | / | 1.6% | -3% | -1.0% | / | / | -5% | /
Cc1ccc(-c2ccc(=O)n(CC(=O)N3CCN(c4cccc(C)c4)C(C)C3)n2)cc1 (configuration not stated) | -1% | 2.0% | -15% | -5% | -0.9% | -17% | 0.3% | 4% | 41%[activator] | -1% | 3%

These rows are one share of the data; rates above refer to the full screens.
